# Screens deposited in PubChem BioAssay by Sanford-Burnham Center for Chemical Genomics.
# Hsp70 inhibitors – Hsp70 inhibitors, probe displacement, primary screen, biochemical, fluorescence polarization (AID 583). displacement, % at 20 µM, or IC50 in µM where a hit was titrated. 0.06% of 140,000 active. Hsp70 fluorescence polarization probe displacement, mP; higher % means a stronger effect; in the data active means displacement above about 50%;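 further: plate controls were vehicle for no effect and reference ligand for full effect; a part of the inactive calls stands beside numbers as strong as those of hits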
# Rat MKP-3 inhibitors – MKP-3 phosphatase inhibitors, primary screen, biochemical, rat enzyme, in vitro (AID 425). recombinant MKP-3 phosphatase activity, fluorescence; higher % means a stronger effect. one-dose inhibition, % at 20 µM; IC50 in µM for titrated hits. 0.17% of 110,000 active; in the data active means inhibition above about 50%;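 further: plate controls were vehicle for no effect and reference inhibitor for full effect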
# Starred values were filed as active, the others as inactive; . = no result given.
smiles,Hsp70 inhibitors,Rat MKP-3 inhibitors
CC(=O)c1cccc(NC(=O)CCS(=O)(=O)c2cccc3nsnc23)c1,12%,.
CCCc1nc2ccccc2c(C(=O)OC2CCOC2=O)c1CC (stereo not given),23%,-14%
Nc1ccc2nc(SCC(=O)NC(c3ccccc3)c3ccccc3)sc2c1,0.9%,3%
COc1ccc(C(=O)Nc2ccc3nn(-c4ccc(F)cc4)nc3c2)cc1Cl,-3.0%,8%
Cc1ccc(CSc2ncnc3c2cnn3Cc2ccccc2)cc1,4.4%,.
O=C1C(=Cc2cccc(OCc3ccccc3)c2)C(=O)c2ccccc21,6.2%,8%
Cc1ccc(CN2C(=O)C(C)(C)N(C(=O)c3cccc([N+](=O)[O-])c3)c3ccccc32)c(C)c1,-2.3%,6%
COC(=O)c1cnn(C(=O)c2cc(OC)ccc2Br)c1N,1.2%,11%
CNc1oc(-c2ccccc2Cl)nc1C#N,-1.5%,4%
Cc1cc(O)c(C=Nc2cccc(Cl)c2)c(=O)o1,1.7%,0%
COC(=O)[C@H](C)NC(=O)Nc1ccccc1F,-3.8%,-9%
C=CCN1C(=O)/C(=C\c2ccc(-c3ccc(C(=O)OCC)cc3)o2)SC1=S,-5.9%,3%
Brc1ccc(-c2nc3ncccn3c2Nc2ccc3c(c2)OCCO3)o1,-1.0%,.
O=C(CSc1nc2ccccc2s1)NCCO,-3.3%,4%
Cc1ccc(N2C(=O)CC(NCCc3ccccc3F)C2=O)cc1 (stereo not given),1.7%,-2%
Cn1c(=O)cc(OCC(=O)N2CCCc3ccccc32)c2ccccc21,-4.5%,4%
O=C(CC(NS(=O)(=O)c1ccc(Cl)cc1)c1ccco1)NCc1cccnc1 (stereo not given),3.8%,1%
CN(C)S(=O)(=O)c1ccc(C(=O)N2CCN=C2SCc2cccnc2)cc1,0.8%,5%
O=C(NC1CCCC1)c1cccnc1N1CCCCCC1,5.1%,-12%
Cc1ccccc1OCC(=O)Nc1cccc(-c2cc3ccccc3oc2=O)c1,-3.9%,4%
CCOC(=O)c1c(NC(=O)CN2CCOCC2)sc2c1CCCC2=O,-2.5%,-14%
CCOC(=O)Cc1csc(NC(=O)CSc2nnc(C)n2C)n1,-3.0%,-6%
O=C(CSc1nc2ccccc2s1)Nc1ccccc1[N+](=O)[O-],5.0%,-3%
Clc1ccc(-n2nnnc2-c2cnc(-c3ccncc3)nc2-c2cccs2)cc1,1.8%,.
Nc1ccccc1SCC(=O)Nc1ccc(N2CCOCC2)cc1,-1.7%,.
Cc1ccc2[nH]c3c(NCc4ccco4)ncnc3c2c1,5.2%,2%
O=C(Nc1ccc(Cl)c(Cl)c1)Nc1nnc(/C=C/c2ccccc2)s1,-1.9%,0%
CC1(C)CC(NC(=O)C(=O)Nc2ccc(Cl)cc2)CC(C)(C)N1,3.5%,3%
COc1cccc(/C=C2/C=C(c3ccc(C)cc3)OC2=O)c1,-4.1%,-1%
CCN(CC(F)(F)C(F)F)S(=O)(=O)c1ccc(NC(=O)OC)cc1,9.2%,-8%
CCOc1cc(C2C(C(=O)OC(C)C)=C(C)NC3=C2C(=O)CCC3)cc([N+](=O)[O-])c1O (stereo not given),-6.4%,2%
Cc1ccc2nc(SCC(=O)Nc3nc4ccccc4s3)[nH]c2c1,-0.3%,2%
O=C(Oc1cccc2cccnc12)c1cccc(-n2cnnn2)c1,0.9%,0%
O=C(O)C(CCCCN1C(=O)c2ccccc2C1=O)N1C(=O)c2ccccc2C1=O (stereo not given),1.7%,-3%
COc1ccc(OC)c(NC(=O)CCN2CCN(Cc3ccccc3)CC2)c1,1.4%,-6%
OCCN1CCN(C(=S)c2ccc(Cl)c(Cl)c2)CC1,12%,6%
Cc1cc(C)nc(SCCN2CCCCC2)n1,-0.1%,1%
Cc1ccccc1S(=O)(=O)c1c(C)cc(C)n(C(C)C)c1=O,1.5%,.
O=C(CC1(O)C(=O)Nc2ccc(Br)cc21)c1ccco1 (stereo not given),-5.3%,2%
Cc1cc(NC(=O)c2ccc(Br)c(S(=O)(=O)N3CCCC3)c2)no1,-0.4%,-9%
C=CCOc1ccc(-c2nc3sc4c(c3c(=O)[nH]2)CCCC4)cc1Br,2.1%,1%
CC(C)C(C(=O)C=[N+]=[N-])N1C(=O)c2ccccc2C1=O (stereo not given),4.6%,-9%
O=C1C2C3C=CC(C4CC34)C2C(=O)N1c1ccccc1F (stereo not given),7.4%,1%
Cc1ccc(S(=O)(=O)N2CCC(N3CCCCCC3)CC2)cc1,-3.2%,2%
COc1ccc(N2C(=O)/C(=C\c3cc(OC)ccc3OC)SC2=S)cc1,-12%,0%
O=C(CSc1n[nH]c(-c2cccs2)n1)N1CCCc2ccccc21,-2.0%,.
O=C(Nc1ccon1)c1csc2ccccc12,1.6%,-10%
Cc1ccc(-c2cc3nc(C)c(C)c(C(C)(C)C)n3n2)cc1,-3.5%,1%
CCOC(=O)c1ccc(NCc2nc3ccccc3[nH]2)cc1,-3.5%,-10%
CC(=O)Nc1ccc(S(=O)(=O)N/N=C(\C)c2cccs2)cc1,3.8%,-1%
CCOC(=O)c1[nH]c(C)c(C(=O)N(CC)CC)c1C,-0.7%,-8%
CCc1nnc(SCc2ccc(CSc3nnc(CC)n3N)cc2)n1N,3.2%,2%
COc1ccc(N2C(=O)NC(=O)/C(=C/c3cc(Cl)c(OCCOc4ccccc4)c(OC)c3)C2=O)cc1,-0.6%,3%
CSc1nc(SCC(=O)NC(c2ccccc2)c2ccccc2)c2c3c(sc2n1)CN(C)CC3,-11%,.
COc1cc(C2C(C#N)=C(N)N(c3cccnc3)C3=C2C(=O)CC(C)(C)C3)ccc1O (stereo not given),0.1%,.
CCc1nn(CC(=O)N2CCN(Cc3ccc4c(c3)OCO4)CC2)c(=O)c2cc3occc3n12,-2.9%,2%
N#Cc1c(-c2ccc(Cl)cc2Cl)nc2n(c1=O)CCS2,.,-16%
CC(C)c1cc(C(C)C)c(S(N)(=O)=O)c(C(C)C)c1,-1.9%,2%
CC(C)(C)C(=O)Cn1c(=N)n(Cc2ccccc2)c2ccccc21,0.6%,4%
CC[n+]1cc(-c2ccccc2)nc(N2CCOCC2)n1,-3.1%,-5%

# Following part:
smiles,Hsp70 inhibitors,Rat MKP-3 inhibitors
CCOC(=O)CC1=CC(C)(CC(=O)OCC)C(C#N)(C#N)C(N)=C1C#N (stereo not given),2.8%,6%
Cc1nn(-c2ccc(F)cc2)c(Cl)c1/C=C(\CC(=O)O)c1nc2ccccc2s1,3.1%,.
O=S1(=O)CCC(NC(=S)N/N=C/c2cccc(Oc3ccccc3)c2)C1 (stereo not given),4.1%,0%
CNC(=O)Nc1cccc(NC(=O)NC)n1,-3.7%,-8%
c1cc2nnnn2nc1N1CCCCC1,1.6%,0%
COc1cc2c(cc1OC)C(/C(C#N)=N\O)=NC(C)(C)C2,0.3%,-4%
CCCn1nnnc1SCC(=O)N1CCCc2ccccc21,3.9%,.
Cc1ccc(-c2noc(CCC(=O)N(C)c3ccccc3C)n2)cc1,6.7%,0%
Brc1ccc(CSc2nnc(Cc3c[nH]c4ccccc34)o2)cc1,3.7%,-5%
COc1cc(OC)c(OC)cc1CN1CCN(C(=O)c2ccccc2)CC1,0.8%,3%
COc1ccc(S(=O)(=O)N2CCN(S(=O)(=O)c3ccccc3)CC2)cc1,2.1%,2%
Cc1ccnc(SCC(=O)N2CCN(c3cccc(Cl)c3)CC2)n1,-2.5%,-18%
CC(=O)Nc1ccccc1NC(=O)CCc1ccccc1,-3.6%,2%
O=c1c2ccccc2[nH]c(=S)n1CCCN1CCN(C2CCCCC2)CC1,1.5%,-8%
O=C(COc1ccc2ccccc2c1)Nc1ccccc1F,2.0%,0%
O=C(ON1C(=O)C2C3c4ccccc4C(c4ccccc43)C2C1=O)c1ccccc1 (stereo not given),0.7%,0%
O=P(O)(CN1CCCCC1)C1CCCCC1O (stereo not given),-2.3%,-3%
O=C(O)Cn1nnc(-c2cccs2)n1,1.1%,-2%
COc1ccc(S(=O)(=O)NC2CC3CCC2C3)cc1Cl (stereo not given),1.6%,-1%
CCN(CC)c1ccc(NC(=S)Nc2ccc(F)cc2)cc1,3.7%,4%
O=C1/C(=C\c2cccc(C(F)(F)F)c2)SC(=S)N1c1cccc(Cl)c1,-2.9%,2%
Cc1[nH]n(-c2ccc(Cl)c(C(=O)O)c2)c(=O)c1/C=C1\C=c2ccccc2=NC1=O,8.8%,9%
CCOC(=O)c1ccc(NC(=O)Cn2nnc(-c3ccccc3)n2)cc1,0.4%,4%
CCCc1n[nH]c(=O)[nH]1,-2.8%,-5%
CS(=O)(=O)N(CC(=O)NC1CC1)c1cccc(F)c1,0.4%,-5%
CCCOc1ccc(C(=O)Nc2ccc(O)cc2C(=O)O)cc1,-0.9%,3%
CC(=O)N(c1ccccc1)C1C=CS(=O)(=O)C1 (stereo not given),1.8%,0%
Cc1cccc(NC(=O)COc2ccc(C(C)C)cc2)c1C,-0.8%,3%
O=C(Cn1cnc2c(nnn2Cc2ccccc2)c1=O)N1CCN(c2ccccc2)CC1,-8.2%,-6%
Cc1ccccc1NC(=O)COc1ccccc1,1.5%,0%
CCOC(=O)N1CCN(Cc2cn3ccccc3n2)CC1,.,0%
CCN(CC)CCNC(=O)C(C)c1nn(C)c(=O)c2ccccc12 (stereo not given),-0.5%,.
C/C(=C\C(=O)c1ccc(Cl)cc1)Nc1ccc(Br)c(C)c1,0.5%,1%
O=C1OC(c2ccc(Cl)cc2)=C/C1=C\c1cccc([N+](=O)[O-])c1,2.8%,2%
COc1ccc(C(C)(C)C)cc1NC(=O)COC(=O)c1cnc(C)cn1,0.7%,-2%
CCOC(=O)c1csc(NC(=O)CSc2nnc(C3CC3)n2C)n1,9.7%,5%
CC1Cc2ccccc2N1C(=O)CSc1nnc(CSc2ncccn2)n1C (stereo not given),-1.6%,-15%
CCOC(=O)c1cccc(NC(=O)Cn2c(CC(=O)NC)nc3ccccc32)c1,2.6%,1%
O=S(=O)(c1cccs1)N1CCN(C/C=C/c2ccccc2)CC1,0.9%,-8%
CCCCNC(=O)C1CCN(S(=O)(=O)c2cnc[nH]2)CC1,2.7%,2%

# Reprinted at random: two compounds from above.
smiles,Hsp70 inhibitors,Rat MKP-3 inhibitors
COc1cc2c(cc1OC)C(/C(C#N)=N\O)=NC(C)(C)C2,0.3%,-4%
CCN(CC)CCNC(=O)C(C)c1nn(C)c(=O)c2ccccc12 (stereo not given),-0.5%,.

# Next compounds follow.
smiles,Hsp70 inhibitors,Rat MKP-3 inhibitors
COc1cccc(OCCCCN2CC(C)OC(C)C2)c1 (stereo not given),-1.7%,.
CCN(CC)CC(=O)Nc1ccc2c(c1)Nc1ccccc1CC2,2.5%,-6%
CCS/C(=N/Nc1ccc(C)cc1)C(C)=O,0.2%,-1%
N#Cc1c(-c2ccco2)nc(SCc2ccc(F)cc2)[nH]c1=O,-2.1%,-1%
O=C(Cn1c(O)c(N=NC(=O)C(=O)Nc2cccc([N+](=O)[O-])c2)c2ccccc21)Nc1ccccc1,-1.6%,0%
Cn1c(SCc2nc3ccccc3n2CCO)nc2ccccc21,5.2%,4%
N#CC1=C2SCN(c3ccc(F)cc3)CN2C(=O)CC1c1cccc(F)c1 (stereo not given),-8.0%,0%
Cc1cc(C)nc(SCC(=O)N2c3ccccc3-c3c(ssc3=S)C2(C)C)n1,-0.5%,3%
CCOc1ccc2cc(C#N)c(SCC(=O)NC(C)CC)nc2c1 (stereo not given),-18%,-8%
Fc1ccccc1CSc1nnc(-c2cnccn2)n1Cc1ccco1,10%,-4%
Cc1nc(SC2C=CS(=O)(=O)C2)n[nH]1 (stereo not given),-2.3%,-14%
CCCCNS(=O)(=O)c1ccc(S(=O)(=O)NCc2ccncc2)cc1,-1.6%,.
OC(CN1c2ccccc2Sc2ccccc21)Cn1nnc2ccccc21 (stereo not given),1.1%,-6%
CCC(=O)Nc1sc(C(=O)N2CCCCC2)c(C)c1C#N,4.6%,4%
CC(C)c1ccc(NC(=O)CN(c2ccc(Cl)cc2)S(C)(=O)=O)cc1,3.8%,-3%
FC(F)(F)c1cccc(NC(=S)Nc2ccccc2)c1,0.4%,-5%
COc1cc(NC(=O)NCc2ccncc2)cc(OC)c1OC,17%,-9%
O=S(=O)(Nc1ccn(-c2ccccc2)n1)c1ccc(Br)cc1,3.8%,-7%
COc1cc(/C=c2\sc3n(c2=O)CCCN=3)ccc1O,-11%,.
Nc1nncn1C(=O)CCCN1C(=O)c2ccccc2C1=O,-1.4%,-4%
CSc1ccc(CN(C)CC(=O)NC(=O)NC(C)(C)C)cc1,2.2%,0%
CCOC(=O)c1ccc(NCCC(=O)c2cccs2)cc1,2.4%,2%
CCOc1ccc(Cl)cc1/C=c1\sc2nc3ccccc3n2c1=O,-3.4%,-2%

# Reformatted with values under each structure: 6 of the compounds above.
# Values run as follows: Hsp70 inhibitors, Rat MKP-3 inhibitors
- O=C(Cn1c(O)c(N=NC(=O)C(=O)Nc2cccc([N+](=O)[O-])c2)c2ccccc21)Nc1ccccc1
  -1.6%, 0%
- CCN(CC)CC(=O)Nc1ccc2c(c1)Nc1ccccc1CC2
  2.5%, -6%
- FC(F)(F)c1cccc(NC(=S)Nc2ccccc2)c1
  0.4%, -5%
- Fc1ccccc1CSc1nnc(-c2cnccn2)n1Cc1ccco1
  10%, -4%
- Cc1nc(SC2C=CS(=O)(=O)C2)n[nH]1 (stereo not given)
  -2.3%, -14%
- COc1cccc(OCCCCN2CC(C)OC(C)C2)c1 (stereo not given)
  -1.7%, .

# Some of the compounds tested; rates above refer to the full screens.
